Epigenetic reg: Quantitative High-Throughput Screen for Regulators of Epigenetic Control; actives 0.2% (n = 280,000); AID 1865, 2009; Potency, µM (series often up to 53.9 µM), for the others: at the top dose GFP activation, usual class: activators; murine LDR cells, GFP reporter derepression, 30 h; note: potency is the fitted concentration of half-maximal effect; % of control where 0% means no effect; nearly all actives have a fitted effect of over 60% in size
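Derepression of a silenced CMV-GFP reporter in murine LDR cells is scored by enumerating GFP-positive cells with a laser-scanning microplate cytometer after 30 hours of treatment at 37 C.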
IMPase Li cell: qHTS Assay for Identifying the Cell-Membrane Permeable IMPase Inhibitors: Potentiation with Lithium. CHO-M1 cells, IP1 TR-FRET (IP-One), carbachol + lithium. Potency, µM (highest dose often 59.4 µM), for the others: at the top dose activity, negative = IMPase inhibition, usual class: inhibitors. actives 0.35% (n = 210,000). AID 1457, 2008;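 note: IP1 builds up when IMPase is blocked and the TR-FRET signal falls; potency is the fitted concentration of half-maximal effect; plate controls were basal vehicle for no effect and high inhibitor control for full effect; nearly all actives have a fitted effect of over 50% in size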
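Lithium-sensitised IP1 accumulation assay; M1-expressing CHO cells treated 30 min at 37C with compound. Competitive antibody detection by time-resolved FRET followed a 10 min room-temperature lysis step.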
CBFb RUNX1 block: qHTS Assay for Compounds Blocking the Interaction Between CBF-beta and RUNX1 for the Treatment of Acute Myeloid Leukemia | AlphaScreen CBFb-His/RUNX1-biotin binding, biochemical | Runt-related transcription factor 1 (Homo sapiens) + Core-binding factor subunit beta … | 230,000 tested, under 10 active | Potency, µM (highest dose often 59.8 µM), inactives show at the top dose activity, negative = inhibition, usual class: inhibitors; note: % of control where 0% means no effect
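CBF-beta (His) and RUNX1 (biotin), 30 nM each; 20 min preassociation; + compound, 15 min; + beads 50 ng each (Ni, streptavidin), 90 min; RT; AlphaScreen read.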
aGal spleen mod: qHTS Assay for Inhibitors and Activators of Human alpha-Galactosidase From Spleen Homogenate; human spleen homogenate, 4MU-alpha-Gal fluorescence, 40 min; Alpha-galactosidase A (Homo sapiens), P06280; Potency, µM (top dose mostly 80 µM), without a hit: at the highest dose activity change, negative = inhibition, usual class: inhibitors; actives 0.008% (n = 240,000);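 note: potency is the fitted concentration of half-maximal effect; 0% = enzyme with vehicle and -100% = no enzyme basal signal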
Target sequence (P06280 32-429 limits assumed): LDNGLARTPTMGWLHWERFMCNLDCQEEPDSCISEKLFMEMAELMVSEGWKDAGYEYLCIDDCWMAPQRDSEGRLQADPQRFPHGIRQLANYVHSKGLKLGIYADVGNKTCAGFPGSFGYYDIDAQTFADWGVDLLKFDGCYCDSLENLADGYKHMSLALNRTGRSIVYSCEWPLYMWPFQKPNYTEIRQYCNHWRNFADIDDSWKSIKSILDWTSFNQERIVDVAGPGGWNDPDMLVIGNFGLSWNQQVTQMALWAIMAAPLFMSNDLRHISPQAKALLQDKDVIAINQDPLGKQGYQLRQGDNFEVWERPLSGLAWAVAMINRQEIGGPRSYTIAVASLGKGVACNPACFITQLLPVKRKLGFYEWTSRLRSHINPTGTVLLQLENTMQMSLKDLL
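Inhibition or activation of alpha-galactosidase in human spleen homogenate is scored by 4-MU fluorescence after 40 min at 37C, pH 5.0, with 1 mM substrate. AC50s come from concentration-response fitted to the Hill equation.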
LMNA splice mod: qHTS Assay for Modulators of Lamin A Splicing | HeLa LMNA splicing GFP/RFP minigene ratio, 48 h | Potency, µM (titrated, usually from 46.1 µM), for the others: at the top dose ratio change, negative = inhibition, actives largely listed as inhibitors | actives 0.01% (n = 200,000); active = well fitted inhibition curve with a large enough effect in the signal ratio, with a control signal flat, not every such curve was filed as active; inconclusive = small, poorly fitted or top-dose-only effect, or effect the other way, or a change in a side signal; the % refers to the signal ratio; note: potency is the fitted concentration of half-maximal effect; % is set by controls: 0 for no effect and ±100 for the full control effect
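S3 HeLa stable clones carrying a lamin A-EGFP splicing minigene plus DsRed2 were seeded at 600 cells/well in Opti-MEM with 2% FBS, pin-dosed and incubated 48 h at 37°C. Acumen cytometry (488 nm) gave the GFP/RFP total-intensity ratio.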
KinaseGlo FLuc: Counterscreen for Luciferase (Kinase-Glo TM) Inhibition; Luciferin 4-monooxygenase (Photuris pensylvanica), Q27757; Kinase-Glo luciferase, ATP luminescence, 8 min; Potency, µM (titrated, usually from 38.3 µM), for the others: at the highest dose activity change, negative = inhibition, usual class: inhibitors; actives 0.28% (n = 200,000); note: potency is the fitted concentration of half-maximal effect; % is set by controls: 0 for no effect and ±100 for the full control effect; nearly all actives have a fitted effect of over 60% in size
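Recombinant Kinase-Glo luciferase, 10 uM ATP (linear range), luciferin; imidazole pH 7.2 / KCl / MgCl2 / Tween / BSA buffer; 8 min RT; luminescence.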
NPSR antag: qHTS Assay for Antagonists of the Neuropeptide S Receptor: cAMP Signal Transduction. Q6W5P4. CHO-NPSR cells, cAMP TR-FRET, antagonist mode. Potency, µM (series often up to 38.3 µM), inactives show at the top dose activity change, negative = inhibition, usual class: inhibitors. actives 1% (n = 220,000). AID 1461, 2008; note: potency is the fitted concentration of half-maximal effect; % is set by controls: 0 for no effect and ±100 for the full control effect; nearly all actives have a fitted effect of over 50% in size; many of its hits are not listed in these tables
Target sequence (Q6W5P4 whole entry, looked up): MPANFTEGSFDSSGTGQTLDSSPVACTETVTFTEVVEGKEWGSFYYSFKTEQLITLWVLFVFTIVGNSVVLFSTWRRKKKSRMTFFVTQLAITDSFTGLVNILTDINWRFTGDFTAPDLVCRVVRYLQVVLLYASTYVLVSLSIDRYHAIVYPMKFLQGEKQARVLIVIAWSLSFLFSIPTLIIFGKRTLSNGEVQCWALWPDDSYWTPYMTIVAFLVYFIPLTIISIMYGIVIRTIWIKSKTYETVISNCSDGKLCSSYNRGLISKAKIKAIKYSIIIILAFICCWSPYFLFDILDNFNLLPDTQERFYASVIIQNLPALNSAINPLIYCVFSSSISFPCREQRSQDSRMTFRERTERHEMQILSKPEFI
An asterisk follows results filed as active; ? = inconclusive; . = no result given; [ ] = dose if it differs, or a comment. Unless noted, calls come from the whole dose curve; as a rule, active = well fitted curve in the direction sought with a large enough effect; inconclusive = small, poorly fitted or top-dose-only effect, or another doubt; inactive = no such curve, though single readings can be large; an effect the other way counts as inactive or inconclusive.

SMILES	Epigenetic reg	IMPase Li cell	CBFb RUNX1 block	aGal spleen mod	LMNA splice mod	KinaseGlo FLuc	NPSR antag
CCCCN(Cc1cc2cc(C)ccc2[nH]c1=O)C(=O)c1ccccn1	-1.1%	.	6%	-4%	.	.	0%
Cc1ccc2cc3c(N)c(C(=O)N4CC(=O)Nc5ccccc54)sc3nc2c1	5.1%	3%[38.3 µM]	0%	-7%	?	-3%	21%[46.1 µM]
c1ccc(OCc2nc3c4c(ncn3n2)-c2ccccc2CC42CCCC2)cc1	0.0%	13%	-3%	-22%	-13%	0%	-22%
COc1ccc(C2CC(C)(c3ccc(OC)cc3OC)Nc3ccccc3N2)c(OC)c1 (stereo not given)	1.1%	4%	2%	-5%	?	-24%	5%
CC1=C(C)CC(C(=O)NNC(=O)c2cccc(Cl)c2)C(C(=O)O)C1 (stereo not given)	0.1%	-3%	9%	2%	-3%	12%	4%
O=C(COC(=O)c1cccc(F)c1)NC1CC1	0.2%	0%	-4%	6%	-13%[9.22 µM]	-2%	12%
C/C=C/c1ccccc1OCc1ccc(C(=O)O)o1	-9.5%	7%[38.3 µM]	12%	-2%	-14%	-1%	-8%[46.1 µM]
COCCSc1nnc(NS(=O)(=O)c2ccccc2)s1	-0.8%	3%	1%	6%	?	0%	0%
CC(C)CN(CC(C)C)C1=N/C(=C\c2ccco2)C(=O)N1c1ccccc1	-1.2%	13%[38.3 µM]	-2%	3%	12%	-8%	?
CCCCCCCCCCCCCCC1CO1 (stereo not given)	.	3%	6%[21.7 µM]	-1%	.	.	.
O=C(O)Cc1sc(Nc2ccc(Cl)cc2)nc1-c1cccs1	-0.5%	9%	-8%	-9%	-12%[46 µM]	-7%	-27%
COc1ccc(S(=O)(=O)N(C)C)cc1NC(=O)CSc1ncccn1	0.9%	6%	10%	0%	.	1%	-3%
COC(=O)CN(c1nc(C)c(Cl)c(OC)n1)S(=O)(=O)c1ccc(C)cc1	0.0%	14%[38.3 µM]	7%	-3%	-4%	6%	-21%[46.1 µM]
Cc1cccc2cc3c(N)c(C(=O)N4CCc5ccccc54)sc3nc12	?	-10%	20%	-5%	?	-1%	-7%
CC1CC(N(C(=O)C2CC2)c2ccccc2)c2ccccc2N1C(=O)C1CC1 (stereo not given)	1.0%	-2%[38.3 µM]	2%	-1%	?	1%	-13%[46.1 µM]
CC1(C)C(=O)C(c2ccccc2)=C2CN3C(=O)N(CCc4ccccc4)C(=O)C3(Cc3ccccc3)C=C21 (stereo not given)	1.7%	5%	-17%	2%	.	-3%	.
Cc1cc(C(F)(F)F)nc(-n2cc(-c3cccc(N)c3)nn2)n1	-0.2%	-5%	6%	-3%	.	.	-4%
CC/C(=N/O)C(=O)c1ccc(Br)cc1	-1.1%	-2%	4%	1%	3%[46 µM]	1%	-8%
Cc1ccc(NC(=O)CN(C)C(=O)Cn2cc(C(F)(F)F)cc(Cl)c2=O)cc1	-1.1%	3%	3%	-2%	-7%	0%	12%
Cc1cc(NC(=O)CSc2nnc(-c3ccncc3)n2-c2ccc(F)cc2)no1	-2.8%	-8%	-7%	5%	19%[46 µM]	-3%	7%

Three consecutive entries out of the list so far, for reference:
SMILES	Epigenetic reg	IMPase Li cell	CBFb RUNX1 block	aGal spleen mod	LMNA splice mod	KinaseGlo FLuc	NPSR antag
CCCCN(Cc1cc2cc(C)ccc2[nH]c1=O)C(=O)c1ccccn1	-1.1%	.	6%	-4%	.	.	0%
Cc1ccc2cc3c(N)c(C(=O)N4CC(=O)Nc5ccccc54)sc3nc2c1	5.1%	3%[38.3 µM]	0%	-7%	?	-3%	21%[46.1 µM]
c1ccc(OCc2nc3c4c(ncn3n2)-c2ccccc2CC42CCCC2)cc1	0.0%	13%	-3%	-22%	-13%	0%	-22%

Continued.
SMILES	Epigenetic reg	IMPase Li cell	CBFb RUNX1 block	aGal spleen mod	LMNA splice mod	KinaseGlo FLuc	NPSR antag
Cc1ccc(NC(=O)C(C)OC(=O)CCNS(=O)(=O)c2ccc(C)cc2)cc1 (stereo not given)	0.9%	15%	8%	2%	2%	2%	-1%
O=C(O)c1ccc(-c2nc3ccccc3[nH]2)cc1	0.0%	-6%	-7%	2%	1%	-17%	9%
CC(=O)c1ccc(NC(=O)CCCN2C(=O)/C(=C/C(C)=C/c3ccccc3)SC2=S)cc1	1.1%	11%	-13%	-14%	-17%	2%	-14%[46.1 µM]
CCn1c(=O)c2ccccc2n2c(SCC(=O)N3CCc4ccccc4C3)nnc12	1.0%	-4%[38.3 µM]	8%	-13%	-8%	-1%	-16%[46.1 µM]
CC(C)(C)n1nnnc1C(c1cccnc1)N1CCN(c2ccccn2)CC1 (stereo not given)	-0.1%	20%	-3%	-15%	-9%[46 µM]	0%	5%
COc1ccc(S(=O)(=O)N2CCCCCC2)cc1C(=O)OC(C)C(N)=O (stereo not given)	-1.5%	.	5%	3%	.	.	0%
O=S(=O)(NCCCN1CCN(c2ccccc2F)CC1)c1cccc2cccnc12	0.8%	9%[38.3 µM]	-5%	4%	-12%	0%	-4%[46.1 µM]
COc1ccc(NC(=O)CN(C)S(=O)(=O)c2ccc(C)cc2)c([N+](=O)[O-])c1	?	.	1%	-6%	-3%	.	6%[46.1 µM]
CCOC(=O)NC(=O)c1cn(N(C)c2ncc(C(F)(F)F)cc2Cl)c(=O)[nH]c1=O	-1.9%	4%	-8%	8%	0%[46 µM]	-4%	-18%
CC(=O)N1CCN(c2ccc(NC(=S)NC(=O)/C=C/c3ccccc3)cc2)CC1	1.0%	7%	-8%	-9%	-9%	0%	-5%[46.1 µM]
COc1cc(C(=O)N2CCC(NC(=O)C(Cc3ccccc3)NC(C)=O)CC2)cc(OC)c1OC (stereo not given)	-1.2%	-6%[38.3 µM]	3%	3%	-5%	6%	-18%[7.67 µM]
COc1cc2[nH]c(=S)n(C3CC3)c(=O)c2cc1OC	-0.4%	3%	12%	13%	-8%[46 µM]	-4%	2%
O=C(/C=C/c1cccc(C(F)(F)F)c1)Nc1cccc(C(F)(F)F)c1	-1.0%	.	14%	6%	?	.	?
Cc1cccc(C)c1NC(=O)CSCC(=O)O	-7.1%	-21%[38.3 µM]	1%	-6%	?	7%	-10%[46.1 µM]
Cc1ccnc(N/C=C(/NC(=O)c2ccccc2)C(=O)N/N=C\c2ccc(Cl)cc2)n1	-0.4%	.	-10%	0%	.	.	-3%
CC(CC(=O)Nc1nc2ccccc2[nH]1)n1ccnc1 (stereo not given)	10%	-2%	-21%	12%	-8%[46 µM]	0%	14%
O=C(Nc1ccc(N2CCCCC2)cc1)c1ccc2c(c1)OCCO2	0.9%	30%[38.3 µM]	-15%	-3%	?	-17%	-14%[46.1 µM]
O=C(O)COc1ccccc1/C=N/NC(=O)CNC(=O)c1ccc(F)cc1	3.2%	.	5%	13%	.	.	9%
Cc1ccc(NC(=O)N/C=C/c2ccco2)c(C)c1	4.3%	16%[38.3 µM]	3%	-17%	2%	4%	13%[46.1 µM]
C[C@H](NC(=O)OC(C)(C)C)C(=O)NCC1CCC(C(=O)O)CC1 (stereo not given in full)	3.7%	13%[38.3 µM]	6%	11%	?	-2%	-4%[46.1 µM]
CCCOc1c(Br)cc(C(=O)NCC)cc1OC	-2.1%	39%[activator][38.3 µM]	10%	0%	-8%	-2%	1%[46.1 µM]
Cc1nc2ccccc2n1CCc1nc2c3ccccc3nc(SCC(=O)NCc3ccco3)n2n1	-0.1%	7%[38.3 µM]	-4%	6%	-5%	0%	?
CC1(C)CC(=O)C(C2=NC3(CCCCC3)Cc3ccccc32)=C(O)C1	2.8%	-1%	-3%	0%	-10%[46 µM]	-7%	12%
Cc1[nH]c(=O)[nH]c(=O)c1S(=O)(=O)NCCOC12CC3CC(CC(C3)C1)C2	1.1%	0%[38.3 µM]	4%	4%	8%	-1%	-3%[46.1 µM]
CCOc1cc(/C=C2\N=C(C)OC2=O)cc(Br)c1OCCc1ccccc1	1.1%	28%[38.3 µM]	-3%	-1%	19%	-2%	-5%[46.1 µM]
CC(=O)Nc1nc2c(c3c1c(=O)oc1ccccc13)CC(C)CC2 (stereo not given)	-1.8%	7%	-2%	0%	-5%	-2%	?
COc1ccc(CCNC(=O)COC(=O)c2ccc(N3CCCC3=O)cc2)cc1OC	-0.7%	-3%	7%	2%	-5%[46 µM]	1%	9%
COC(=O)CC1Oc2cc3oc4c5ccccc5oc(=O)c4c3cc2O1 (stereo not given)	-2.1%	-19%	11%	-1%	.	3%	.
S=C(CN1CCCC1=S)NCCc1ccccc1	0.1%	.	2%	-4%	.	.	3%
Cc1cc(C(=O)N2CCN(CCc3ccccc3)CC2)no1	-0.8%	11%[38.3 µM]	8%	7%	12%	-3%	-5%[46.1 µM]
Cc1ccc(NC(=O)CSc2ccc(-c3cccnc3)nn2)cc1Cl	-0.1%	5%	2%	-5%	.	-1%	-12%
Cc1ccc2nc(NCC(=O)O)nc(-c3ccccc3)c2c1	0.0%	4%[38.3 µM]	4%	20%	8%	-3%	-19%[46.1 µM]
COc1ccc(/C=N/NC(=O)c2cccc([N+](=O)[O-])c2)cc1OC(=O)c1ccc(C)cc1	-1.1%	12%[38.3 µM]	-12%	-5%	11%	2%	-25%[46.1 µM]
O=C(N/N=C/c1ccco1)c1ccccc1OCc1ccc(Br)cc1	-1.8%	5%	-8%	2%	?	-3%	-38%
O=C(Nc1ccc(CN2CCOCC2)cc1)c1cc2ccccc2o1	0.6%	-3%[38.3 µM]	-4%	5%	-9%	1%	0%[46.1 µM]
Cc1nc2cccc(C)n2c(=O)c1Cl	0.0%	13%[38.3 µM]	2%	6%	6%	-4%	-2%[46.1 µM]
CCNS(=O)(=O)c1ccc(OCCNS(C)(=O)=O)cc1	0.0%	11%[38.3 µM]	?	0%	-7%	1%	3%[46.1 µM]
O=C(NCCc1ccccc1)C1CCC(Cn2c(=O)c3ccccc3n(Cc3cccc(F)c3)c2=O)CC1 (stereo not given)	10%	?	5%	-1%	-11%	3%	-38%
CCOP(=O)(c1c(F)c(F)c(F)c(F)c1F)C1(O)CCCCC1 (stereo not given)	0.0%	9%[38.3 µM]	4%	-12%	-7%	2%	-15%[46.1 µM]
COC(=O)c1[nH]c2cccc(OC)c2c1NC(=O)CN(C)CC1OCCO1	0.3%	-5%[38.3 µM]	2%	-12%	12%	-4%	-13%[46.1 µM]

High-throughput results: PubChem, National Center for Advancing Translational Sciences (NCATS)

This is a subset; the hit share may differ from the screen's.
